TAAR1 antag: antagonists of human TAAR1; inhibition, % at 3 µM; Q96RJ0; AID 624466; CHO RD-HGA16 TAAR1, Fluo-8 calcium fluorescence, antagonist; 360,000 tested, 1.5% active;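 active = inhibition above a per-plate cutoff, the mean inhibition of test compounds on that plate plus 3 SD, cut at about 49% in these data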;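 note: 0% = DMSO plus EC80 beta-PEA response and 100% = DMSO alone without agonist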
Target sequence (Q96RJ0 whole entry, looked up): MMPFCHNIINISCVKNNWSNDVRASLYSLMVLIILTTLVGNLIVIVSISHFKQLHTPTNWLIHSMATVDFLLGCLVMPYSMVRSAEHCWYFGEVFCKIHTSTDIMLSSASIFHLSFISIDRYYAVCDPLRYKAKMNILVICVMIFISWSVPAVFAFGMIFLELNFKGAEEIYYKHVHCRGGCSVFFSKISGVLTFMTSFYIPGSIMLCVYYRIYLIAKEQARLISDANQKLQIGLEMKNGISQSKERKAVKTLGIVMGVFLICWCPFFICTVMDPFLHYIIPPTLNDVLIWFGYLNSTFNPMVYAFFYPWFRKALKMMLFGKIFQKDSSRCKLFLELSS
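Test system: hTAAR1-expressing CHO RD-HGA16 cells, Gα16-coupled; Probe or stimulus: EC80 β-phenethylamine stimulus; Compound dosing: single nominal final test compound concentration of 3 µM; Timing: 140 s kinetic read after compound, 140 s after agonist; Signal: Fluo-8 calcium-sensitive fluorescence; Measure: % inhibition of agonist calcium response; Controls: DMSO and EC80 PEA controls.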
TAAR1 ag: human TAAR1 agonism | Q96RJ0 | CHO RD-HGA16 TAAR1, Fluo-8 calcium fluorescence; vehicle wells 0%, saturating PEA agonist 100% | activation, % at 3 µM | 360,000 tested, 0.99% active | AID 624467;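 active = activation above the mean activation of all test compounds in the run plus 3 SD, cut at about 38% in these data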
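System: CHO-derived RD-HGA16 cells with stable Gα16 and human TAAR1 / Times: 17-24 h plating, Fluo-8 75 min 37 °C, 30 min RT / Technique: calcium-sensitive Fluo-8 signal, excitation 470-495, emission 515-575 nm / Measure: % activation relative to PEA EC100 response / Benchmarks: DMSO and PEA EC100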
CRFR2-BP ag: agonists of human CRF-binding protein/CRF-R2 receptor complex; AID 588473; HEK293 CRF-R2/CRF-BP, calcium dye fluorescence (FLIPR); percent of saturating CRF peptide response; 350,000 tested, 0.46% active; activation, % at 13.2 µM;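 active = activation of at least 50%, plus an integration ratio under a set limit after plate pattern correction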;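 note: plate controls were neutral control wells without compound for no effect and CRF at EC100 for full effect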
CHRM4 PAM: potentiates acetylcholine response at human M4 receptor | P08173 | CHO-K1 hM4/Gqi5, Fluo-8 calcium fluorescence, ACh EC20; 0% = ACh EC20, 100% = maximal ACh | activation, % at 3 µM | 360,000 tested, 0.4% active;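 active = activation above its plate's cutoff, the mean activation of sample wells plus 3 SD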; note: some results filed as inactive read as strong as hits
CHRM5 antagonist: CHRM5 antagonism in calcium assay; CHO-hM5 cells, Fluo-8 calcium fluorescence, ACh EC80; inhibition, % at 3 µM; 360,000 tested, 0.59% active; AID 624040; P08912;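 active = inhibition above a per-plate cutoff, the mean of that plate's test compounds plus 3 SD, cut at about 27% in these data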;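 note: 0% = acetylcholine EC80 with DMSO and 100% = DMSO without agonist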
Target sequence (P08912 whole entry, looked up): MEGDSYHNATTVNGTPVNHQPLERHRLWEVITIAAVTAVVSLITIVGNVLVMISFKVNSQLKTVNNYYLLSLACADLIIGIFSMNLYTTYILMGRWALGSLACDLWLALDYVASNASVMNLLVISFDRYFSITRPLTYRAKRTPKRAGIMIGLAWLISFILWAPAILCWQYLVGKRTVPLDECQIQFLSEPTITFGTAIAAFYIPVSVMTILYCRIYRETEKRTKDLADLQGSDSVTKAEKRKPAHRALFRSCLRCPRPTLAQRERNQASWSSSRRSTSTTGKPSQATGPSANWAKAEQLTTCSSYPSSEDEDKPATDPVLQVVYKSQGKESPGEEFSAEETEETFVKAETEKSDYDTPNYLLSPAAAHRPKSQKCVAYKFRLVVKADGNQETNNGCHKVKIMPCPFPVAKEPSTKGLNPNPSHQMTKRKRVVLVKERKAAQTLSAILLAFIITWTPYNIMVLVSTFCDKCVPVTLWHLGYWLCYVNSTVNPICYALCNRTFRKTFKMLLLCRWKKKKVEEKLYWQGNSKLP
CRFBP-R2 block: CRF-BP/CRF-R2 complex antagonism | inhibition, % at 11.8 µM | 350,000 tested, 0.59% active | AID 588475 | HEK293 CRF-R2/CRF-BP, CRF-induced calcium fluorescence;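 active = inhibition of the ligand-induced calcium signal above about 50% at the single tested concentration, limit read from the data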
M5 PAM: positive allosteric modulators of human muscarinic M5 receptor | AID 624038 | P08912 | 360,000 tested, 0.3% active | activation, % at 3 µM | CHO-K1 hM5, Fluo-8 calcium, ACh EC20 PAM; 0% = ACh EC20, 100% = ACh EC100;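 active = activation above the run cutoff, the mean activation of all test compounds plus 3 SD, cut at about 18% in these data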
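Replicates: One well per compound, no replicates | System: Human M5 receptor in CHO-K1 cells | Benchmarks: Low control EC20 acetylcholine (0%), high control EC100 acetylcholine (100%) | Probe or stimulus: Acetylcholine, EC20 level | Times: Fluo-8 loading 80 min at 37 °C plus 30 min room temperature | Signal: Intracellular calcium via Fluo-8 fluorescence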
CHRM5 agonist: CHRM5 agonism in calcium assay; activation, % at 3 µM; CHO-K1 hM5 cells, Fluo-8 calcium fluorescence; 0% DMSO wells, 100% maximal acetylcholine response; 360,000 tested, 0.19% active;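 active = activation above the run's mean over test compounds plus 3 SD, cut at about 23% in these data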;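 note: signal is peak over basal fluorescence ratio across the kinetic read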
CHO-K1 Ca PAM: counter-screen for M1 PAMs: effect in parental CHO-K1 cells; ATP EC20, Fluo-8 calcium fluorescence; 0% at ATP EC20, 100% at ATP max; activation, % at 3 µM; 360,000 tested, 0.02% active;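 active = activation above the run cutoff, the mean activation of all test compounds plus 3 SD, cut at about 40% in these data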;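 note: peak over basal fluorescence ratio in a 140 s read after ATP addition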
Active calls of the source: *; · = no result given. Rows are unselected. Share with any hit: about 4.2%.

SMILES	TAAR1 antag	TAAR1 ag	CRFR2-BP ag	CHRM4 PAM	CHRM5 antagonist	CRFBP-R2 block	M5 PAM	CHRM5 agonist	CHO-K1 Ca PAM
Cc1cc(C(=O)N2CCC2(C)C(=O)NS(=O)(=O)c2ccccc2Cl)nn1C (centres undefined)	-17	0	·	4	6	·	-2	2	26
Cc1nn(-c2ccc(F)cc2F)c2c1-c1nc(N3CCCC3)ncc1CC2	-7	1	5.1	-12	5	-10	-3	-4	-4
O=C(NCc1cccc(F)c1)c1cccc2c1C(=O)c1ccc(Cl)cc1S2(=O)=O	34	18	-0.6	14	6	12	-6	0	11
CCCC(=O)N(CCN1CCOCC1)c1nc2c(C)cccc2s1	·	·	-0.8	-5	2	-6	0	-2	5
O=C(O)C(CO)(c1ccccc1)c1ccccc1	-9	13	-1.6	0	-6	1	2	-1	13
Fc1cccc(Cl)c1Cn1nnc2c(NCc3ccccn3)ncnc21	13	13	-1.4	7	0	-13	1	0	12
Cc1cccc(NC(=O)Cn2nnc(-c3ccc(CN4CCCC4)cc3)n2)c1C	-11	4	0.1	8	-4	-7	11	-5	6
CC1CCc2c(C(=O)Oc3cccc(-n4cnnn4)c3)csc2C1 (centres undefined)	10	2	-0.9	-16	-3	-19	-8	-4	-9
Cc1cc2c(=O)[nH]cnc2s1	-16	-2	1.9	3	-2	-18	2	0	15
C=CCc1c(C)nc(C)nc1N/N=C/c1ccccc1	7	7	-0.8	-2	-6	8	-3	-6	12
CN(C)c1ccc(CNc2ncc(Br)cc2Br)cc1	-8	7	1.2	-7	4	-17	-5	-4	-2
CCN(C(=O)CSc1ncccc1C(=O)OC(C)C)c1cccc(C)c1	-9	2	-3.1	2	14	16	-6	-3	16
O=C(Nc1nc(-c2ccccn2)cs1)c1ccco1	-17	1	7.4	-4	4	-54	-5	-3	-3
OC(CN1c2ccccc2Sc2ccccc21)Cn1nnc2ccccc21 (centres undefined)	-1	3	0.3	-9	8	-20	-7	-2	-4
O=C1CCCN1c1ncc(S(=O)(=O)c2ccc([N+](=O)[O-])cc2)s1	-11	1	-0.7	-6	2	24	-3	4	5
O=C(c1nc2ccc(Cl)cn2c1CNCCc1cnccn1)N1CCCCCCC1	-15	7	-0.6	-2	6	-2	-6	-1	12
CCOC1=C2[C@@H](CN(S(=O)(=O)c3ccc(C)cc3)[C@H]2c2ccccc2Cl)[C@H]2C(=O)NC(=O)[C@H]2C1	-9	4	·	-3	-12	·	9	4	14
Cc1ccc(C(=O)C2CCN(C(=S)NCCCOC(C)C)CC2)cc1	-12	3	-3.2	6	-17	3	23*	7	-6
Cc1ccc2c3c1C(=O)C(=O)N3C(C)(C)CC2C (centres undefined)	-15	4	1.5	23	-4	0	6	9	23
CC1=[N+]([O-])C(C)(C)C(C)N(O)C1=O (centres undefined)	1	2	1.4	6	0	-6	-2	0	-2
O=[N+]([O-])c1ccccc1-c1ccc(C(=S)N2CCCC2)o1	-15	1	-0.8	12	-14	-9	15	2	-7
CCC(CC)C(=O)NCCc1cc2cc(C)c(C)cc2[nH]c1=O	-17	2	-1.8	6	-4	8	-5	2	3
COC(Cc1n[nH]c(=S)n1-c1ccc(Cl)cc1)OC	24	0	0.6	-1	0	-2	4	1	23
CC1CCC2(CC1)NC(=O)N(NC(=O)c1cc3ccccc3o1)C2=O (centres undefined)	-1	10	-0.3	8	3	-1	4	2	22
C(=C\c1ccccc1)/CN1CCN(C(c2cccs2)c2nnnn2Cc2ccccc2)CC1 (centres undefined)	10	0	·	-14	10	·	-20	-7	14

Four consecutive compounds out of the list so far, for reference:
SMILES	TAAR1 antag	TAAR1 ag	CRFR2-BP ag	CHRM4 PAM	CHRM5 antagonist	CRFBP-R2 block	M5 PAM	CHRM5 agonist	CHO-K1 Ca PAM
Cc1ccc2c3c1C(=O)C(=O)N3C(C)(C)CC2C (centres undefined)	-15	4	1.5	23	-4	0	6	9	23
CC1=[N+]([O-])C(C)(C)C(C)N(O)C1=O (centres undefined)	1	2	1.4	6	0	-6	-2	0	-2
O=[N+]([O-])c1ccccc1-c1ccc(C(=S)N2CCCC2)o1	-15	1	-0.8	12	-14	-9	15	2	-7
CCC(CC)C(=O)NCCc1cc2cc(C)c(C)cc2[nH]c1=O	-17	2	-1.8	6	-4	8	-5	2	3

The listing continues:
SMILES	TAAR1 antag	TAAR1 ag	CRFR2-BP ag	CHRM4 PAM	CHRM5 antagonist	CRFBP-R2 block	M5 PAM	CHRM5 agonist	CHO-K1 Ca PAM
CN(CC(=O)N1CCCc2c1c(=O)oc1ccc(O)cc21)Cc1ccccc1	-14	13	0.4	-9	5	9	1	-4	15
COC(=O)c1ccccc1NC(=O)CN1CCC(n2nnc3cc(F)ccc32)CC1	7	1	-0.2	6	4	-21	-4	-1	19
COc1cccc(/C=N/NC(=O)C(=O)N/N=C/c2cccc(OC)c2O)c1O	-3	4	1.3	1	12	-8	-3	-1	11
O=C1/C(=C\c2ccccc2Cl)SC(=S)N1CCC(=O)N1CCCc2ccccc21	-14	2	-0.5	0	-4	-3	1	-1	21
COc1cc2nc(NC(=O)c3ccc(Cl)cc3)[nH]c(=O)c2cc1OC	-1	0	0.2	4	-1	45	8	-2	12
OCC(C#CCN1CCCCC1)NCc1ccccc1 (centres undefined)	-5	1	4.4	3	-4	-4	1	-7	13
O=C(Nc1ccc(F)cc1)N1CCN(c2nc3ccccc3s2)CC1	36	11	1.5	-10	5	-18	-12	2	12
CCOC(=O)c1c(NC(=O)CSc2cccc[n+]2[O-])sc(C(=O)Nc2ccccc2)c1C	-3	13	1.1	-1	5	-8	-7	4	2
CCOC(=O)N1CCN(C(=O)c2ccc3c(c2)sc2nc(-c4ccc(OC)cc4)cn23)CC1	27	9	-3.4	-5	-1	2	0	-3	8
Cn1c(SCC(=O)N2CCCCC2)nnc1-c1ccc(S(=O)(=O)N2CCOCC2)cc1	-2	4	-0.6	-2	4	13	3	-2	20
CCn1c(CNC(=O)c2cccc(C)c2)nnc1SCC(=O)Nc1nnc(C)s1	6	-2	0.6	10	2	6	5	-2	15
COc1cc(C(=O)OCC(=O)Nc2nnc(-c3ccccc3)o2)cc(OC)c1OC	-31	4	-0.1	3	-1	-10	-4	5	-20
CC(NC(=O)C(=O)NN=C1CCCCCCCCCCC1)c1ccccc1 (centres undefined)	-6	4	-0.1	6	-10	-12	2	-11	16
Cc1c(NC(=O)COc2ccc3ccccc3c2)c(=O)n(-c2ccccc2)n1C	-6	1	-2.6	·	·	-27	·	·	·
CC1(C(=O)NS(=O)(=O)c2cccc(OC(F)F)c2)CCN1C(=O)c1ccco1 (centres undefined)	1	0	·	0	1	·	-1	1	12
O=C(OCC#CCSc1nnc(-c2ccc(Br)cc2)o1)c1cccs1	15	3	4.9	-3	2	25	-6	-2	16
Cc1cccc(NC(=O)c2cccc(OC(=S)N3CCOCC3)c2)c1	-2	5	0.4	0	5	1	-5	3	2
Cc1ccc(NC(=O)COC(=O)c2cccc(C)c2[N+](=O)[O-])cc1S(=O)(=O)N1CCCCC1	32	6	0.7	-7	16	2	-33	-1	-2
O=C(CCC(=O)N1CCN(c2ccc(O)cc2)CC1)c1cccs1	7	0	0.2	-1	11	-6	-5	0	15
CCN1CNC(=S)N(c2ccccc2OC)C1	0	3	-1.4	-3	8	-7	-2	1	15
CCN1CCN(C(=O)c2ccc(N3CC4CC(C3)c3cccc(=O)n3C4)c([N+](=O)[O-])c2)CC1 (centres undefined)	-42	3	0.8	-14	7	1	-8	2	22
O=C(Nc1cc(C(F)(F)F)ccc1N1CCCCC1)C1=COCCO1	-28	-1	-0.6	5	-2	5	-8	-1	-8
O=C(CNc1ccccc1)c1ccc([N+](=O)[O-])cc1	-1	0	0.6	-5	12	23	-4	-4	17
CCOc1ccc(OCC)c(NC(=O)CN2CCC(NC(=O)c3cccc(F)c3)CC2)c1	5	4	-1.0	-5	10	-5	-12	1	11
CC(C)CC(=O)Nc1nnc(CCc2ccccc2)s1	-18	2	-0.8	4	-7	-22	6	0	15
COC(=O)c1ccc(C(=O)OC)c(NC(=O)COC(=O)c2ccc(OC)c(OC)c2OC)c1	-6	3	-0.5	17	-5	25	6	1	21
Cc1cc(N(C)C)c(C#N)c(NCc2ccccc2)n1	2	9	-0.6	1	2	6	5	-5	20
COc1ccc(CN2CCN(Cc3ccccc3C(F)(F)F)CC2)c(OC)c1	-3	1	-0.2	-16	18	-11	-13	-1	-9
C/C(=N/NS(=O)(=O)c1ccc(C)cc1C)c1ccc2c(c1)OCO2	-32	17	0.2	12	4	7	-3	-2	-10

Printed as active in M5 PAM (from the list above):
SMILES	TAAR1 antag	TAAR1 ag	CRFR2-BP ag	CHRM4 PAM	CHRM5 antagonist	CRFBP-R2 block	M5 PAM	CHRM5 agonist
Cc1ccc(C(=O)C2CCN(C(=S)NCCCOC(C)C)CC2)cc1	-12	3	-3.2	6	-17	3	23*	7

Single records, from the list above. Order of screens: TAAR1 antag | TAAR1 ag | CRFR2-BP ag | CHRM4 PAM | CHRM5 antagonist | CRFBP-R2 block | M5 PAM | CHRM5 agonist | CHO-K1 Ca PAM
Listed for CCCC(=O)N(CCN1CCOCC1)c1nc2c(C)cccc2s1 = · | · | -0.8 | -5 | 2 | -6 | 0 | -2 | 5
Listed for O=C(Nc1nc(-c2ccccn2)cs1)c1ccco1 = -17 | 1 | 7.4 | -4 | 4 | -54 | -5 | -3 | -3
Listed for Cc1nn(-c2ccc(F)cc2F)c2c1-c1nc(N3CCCC3)ncc1CC2 = -7 | 1 | 5.1 | -12 | 5 | -10 | -3 | -4 | -4

As entered above:
Under CHRM4 PAM, CN(CC(=O)N1CCCc2c1c(=O)oc1ccc(O)cc21)Cc1ccccc1 has -9
Under CHRM4 PAM, CC1(C(=O)NS(=O)(=O)c2cccc(OC(F)F)c2)CCN1C(=O)c1ccco1 (centres undefined) has 0
